# ABHD4 inh = inhibits mouse alpha/beta hydrolase domain 4; purified mABHD4, FP-Rh probe fluorescence polarization; inhibition, % at 8.92 µM; 0.54% of 370,000 active; AID 720543;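 active = inhibition exceeding the mean over every tested compound plus 3 SD, cut at about 30% in these data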;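 also: 0% = plate median of compound wells and 100% = S159A mutant with DMSO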
#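 Assay system: Wild-type mouse ABHD4 protein | Medium: HEPES pH 7.0 buffer, 150 mM NaCl, 0.01% Pluronic F-127 | Incubation: Enzyme–compound pre-incubation 45 min, then probe 60 min, both 25 °C | Technique: Fluorescence polarization with parallel and perpendicular emission, 525/598 nm | Evaluation: % inhibition of FP-Rh probe binding versus controls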
# NPR2 activator = GC-B (human) receptor activation; 0.11% of 370,000 active; HEK293-GC-B cells, CNP EC30, cGMP TR-FRET; 0% at EC30 CNP, 100% saturating CNP; AID 1920062; P20594; activation, % at 10 µM;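 active = activation at 10 µM reaching about 35% in either raw or pattern-adjusted values, limit read from the data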
# ARFGAP1 inhibitor = inhibits rat ARF GTPase activating protein 1. 0.26% of 360,000 active. Q62848. Arfgap1-stimulated ARF1 GTP hydrolysis, GDP FP detection. inhibition, % at 16.5 µM;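 active = inhibition above a per-plate limit, mean inhibition of low control wells plus 3 SD, cut at about 25% in these data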;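 also: 0% = DMSO wells with enzyme and 100% = wells lacking Arfgap1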
#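 system = rat Arfgap1 catalytic domain, aa 1-136 | technique = FP, GDP Alexa 633 tracer displaced from anti-GDP antibody, 620/688 nm | compound = one concentration, 16.5 µM, DMSO 1.26% | medium = HEPES-based buffer, pH 7.5 | timing = compound-enzyme preincubation 20 min, reaction 120 min, detection 60 min, 25 °C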
# Rev-erbA mod = modulators of human Rev-erb alpha DNA binding | activity, % at 10 µM | 0.79% of 370,000 active | Rev-erbα–FITC-DNA binding, fluorescence polarization, 90 min | P20393;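 active = activity above about 14%, limit read from the data; passing the limit was not always enough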;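 also: 0% = DMSO wells with 35 nM protein and 100% = DMSO wells with 750 nM protein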
# GC-A act = GC-A (human) enzyme activation. activation, % at 10 µM. HEK293 GC-A cells, cGMP TR-FRET, EC30 ANP; 0% at EC30 ANP, 100% saturating ANP. AID 1671463. 0.14% of 370,000 active. P16066; in the data active = activation above about 40%
# Target sequence (P16066 whole entry, looked up): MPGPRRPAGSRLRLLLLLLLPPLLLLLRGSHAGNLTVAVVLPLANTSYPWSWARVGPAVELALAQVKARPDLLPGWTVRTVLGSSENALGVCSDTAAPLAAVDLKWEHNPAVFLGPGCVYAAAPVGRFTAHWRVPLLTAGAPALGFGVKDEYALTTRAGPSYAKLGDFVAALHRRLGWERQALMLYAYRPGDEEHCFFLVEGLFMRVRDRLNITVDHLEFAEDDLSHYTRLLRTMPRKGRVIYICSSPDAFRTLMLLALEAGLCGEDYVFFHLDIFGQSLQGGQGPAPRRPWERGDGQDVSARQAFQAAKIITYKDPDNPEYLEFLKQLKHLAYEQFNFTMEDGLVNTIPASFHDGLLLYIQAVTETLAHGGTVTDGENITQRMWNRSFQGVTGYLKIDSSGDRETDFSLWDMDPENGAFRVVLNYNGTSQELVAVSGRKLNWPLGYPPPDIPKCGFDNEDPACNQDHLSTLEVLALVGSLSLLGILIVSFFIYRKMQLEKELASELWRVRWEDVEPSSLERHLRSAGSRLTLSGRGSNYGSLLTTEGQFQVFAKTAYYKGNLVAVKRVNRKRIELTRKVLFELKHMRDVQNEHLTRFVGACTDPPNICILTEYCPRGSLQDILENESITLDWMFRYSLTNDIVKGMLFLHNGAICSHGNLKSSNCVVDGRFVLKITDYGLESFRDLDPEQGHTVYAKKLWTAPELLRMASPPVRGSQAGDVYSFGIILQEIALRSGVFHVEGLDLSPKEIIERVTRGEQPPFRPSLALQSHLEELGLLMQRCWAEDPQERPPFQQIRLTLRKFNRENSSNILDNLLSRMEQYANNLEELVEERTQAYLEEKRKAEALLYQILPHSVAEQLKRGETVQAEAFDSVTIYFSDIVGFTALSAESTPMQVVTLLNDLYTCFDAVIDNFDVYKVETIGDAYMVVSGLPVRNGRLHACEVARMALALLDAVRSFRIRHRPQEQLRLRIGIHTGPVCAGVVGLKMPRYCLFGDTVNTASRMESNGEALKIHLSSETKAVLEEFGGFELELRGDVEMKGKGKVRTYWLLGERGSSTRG
# rCAG binder = r(CAG) repeat RNA binding. TO-PRO-1 dye displacement fluorescence. inhibition, % at 3 µM. 1.3% of 370,000 active;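 active = inhibition above the plate cutoff, the mean of all test compounds on that plate plus 3 SD, cut at about 35% in these data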;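 also: 0% = DMSO alone and 100% = 100 µM mitoxantrone as full dye displacement; higher means more dye released from RNA so lower well fluorescence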
# ASAP1 inh = inhibitors of human ASAP1 ArfGAP activity; Q9ULH1; inhibition, % at 16.5 µM; 0.19% of 360,000 active; ASAP1-stimulated ARF1 GTP hydrolysis, GDP FP detection; in the data active = inhibition above about 25%;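 also: 0% = vehicle with enzyme and substrate and 100% = no enzyme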
# HTRA1 inhibitor = inhibitors of human serine peptidase HTRA1; recombinant HTRA1, FP-rhodamine activity-based probe, fluorescence polarization; inhibition, % at 5.96 µM; 0.5% of 340,000 active; AID 504803; in the data active = inhibition above about 36%;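 also: 0% = enzyme with DMSO and 100% = wells lacking enzyme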
# PG9 Ab binder = small molecules binding HIV-1 gp120 antibody PG9 | TR-FRET gp120-PG9 antibody binding | inhibition, % at 6.7 µM | 0.43% of 360,000 active | AID 624416; in the data active = inhibition above about 8.5%
# SMARCA2 activ = activators of SMARCA2 function; MG213 cells, MMTV-luciferase reporter, dexamethasone, overnight; activation, % at 9.1 µM; 1% of 370,000 active; AID 652017; in the data active = activation above about 7.8%;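 also: 0% = vehicle wells and 100% = reference activator wells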
# An asterisk follows results filed as active; x = not tested or not shown.
compound,NPR2 activator,PG9 Ab binder,GC-A act,HTRA1 inhibitor,ASAP1 inh,SMARCA2 activ,Rev-erbA mod,ABHD4 inh,ARFGAP1 inhibitor,rCAG binder
CCCCN1C(=O)C2(OCCCO2)c2cccc(C)c21,-8,-2.0,-7,0,3,1,7,0,10,-5
C=CCN1CCN(c2ccncc2S(=O)(=O)N2CCOCC2)CC1,2,-0.3,1,12,-7,-1,-4,-4,-2,-6
O=C1CN(C(=O)c2cccc(S(=O)(=O)N3CCCC3)c2)c2ccccc2N1,-2,0.0,1,-2,-5,4,7,-8,18,0
CCn1c(CNC(=O)c2cccc(C)c2)nnc1SCC(=O)NC1=NCCS1,2,-0.3,1,2,1,-1,0,9,0,0
COC(=O)c1ccc(NS(=O)(=O)c2c(C)nc3sccn3c2=O)cc1,-5,1.3,-3,x,2,-1,-1,1,-6,0
COc1ccc(CCNC(=O)CCS(=O)(=O)c2ccc3c(c2)NC(=O)CS3)cc1OC,1,-0.3,3,6,-2,2,-7,1,7,1
CCn1cc(CN2CCc3c([nH]c4ccccc34)C2c2cccc(OC)c2OC)c(C)n1 (stereo unspecified),-14,-2.7,-22,-9,-4,-4,7,-10,-6,-5
O=C(C1CCCN(S(=O)(=O)c2cccs2)C1)N1CCc2ccccc2C1 (stereo unspecified),3,-0.2,-2,-1,-9,0,1,1,-6,-4
CCOC(=O)Cn1c(=O)oc2cc(S(=O)(=O)NC(C)c3ccccc3)ccc21 (stereo unspecified),0,-0.8,6,-5,-5,-5,-2,0,-2,-2
Cc1sc2ncn(CC(=O)NCCN(C)C)c(=O)c2c1S(=O)(=O)N1CCC(C)CC1,-1,-1.2,-1,6,5,3,2,2,11,2
O=C(CCC(=O)Nc1cccc(Cl)c1)N/N=C/c1cc([N+](=O)[O-])ccc1O,-4,-0.1,1,5,0,-1,0,7,-9,18
O=C(Nc1ccc(NS(=O)(=O)c2ccccc2)cc1)c1ccc(Cl)cc1,-3,0.6,-6,-23,18,-2,-4,-5,12,7

# Four of the entries above in order of the ASAP1 inh value, high to low.
molecule | ASAP1 inh
Cc1sc2ncn(CC(=O)NCCN(C)C)c(=O)c2c1S(=O)(=O)N1CCC(C)CC1 | 5
COC(=O)c1ccc(NS(=O)(=O)c2c(C)nc3sccn3c2=O)cc1 | 2
COc1ccc(CCNC(=O)CCS(=O)(=O)c2ccc3c(c2)NC(=O)CS3)cc1OC | -2
CCOC(=O)Cn1c(=O)oc2cc(S(=O)(=O)NC(C)c3ccccc3)ccc21 (stereo unspecified) | -5

# The listing picks up with the two entries that preceded the break.
compound,NPR2 activator,PG9 Ab binder,GC-A act,HTRA1 inhibitor,ASAP1 inh,SMARCA2 activ,Rev-erbA mod,ABHD4 inh,ARFGAP1 inhibitor,rCAG binder
O=C(CCC(=O)Nc1cccc(Cl)c1)N/N=C/c1cc([N+](=O)[O-])ccc1O,-4,-0.1,1,5,0,-1,0,7,-9,18
O=C(Nc1ccc(NS(=O)(=O)c2ccccc2)cc1)c1ccc(Cl)cc1,-3,0.6,-6,-23,18,-2,-4,-5,12,7
CN(C)C(=O)c1ccc2c(c1)n(C)c(=O)n2C,-4,0.3,2,2,7,-1,2,1,-3,3
CC1CCC(C(C)C)C(OCC[N+](C)(C)C)C1 (stereo unspecified),1,-0.9,-2,9,-1,-1,3,7,3,-2
CCNC(=O)COc1ccc(/C=N/NC(=O)c2cccnc2)cc1OC,2,-0.8,-2,4,8,2,-4,-5,9,-4
O=C1Nc2cc(C(=O)NCC3CCCO3)ccc2S/C1=C/c1ccccc1F (stereo unspecified),0,0.4,8,-16,-4,-3,4,-24,21,4
COCOc1cccc(CN2CCC2(C)C(=O)NCCNC(C)=O)c1 (stereo unspecified),-1,-0.8,-1,x,2,4,3,2,3,1
CCCCNC(=O)C(NC(=O)c1cccnc1OC)C(=O)c1ccccc1 (stereo unspecified),-1,-0.9,1,x,5,-6,-4,9,-2,2
N#Cc1ccc(-c2ccc(Cl)cc2)nc1SCC(=O)c1cccc(Cl)c1,-1,0.5,-9,1,0,1,5,-3,10,3
CCOC(=O)C1=C(CSc2nc3ccccc3s2)NC(=O)NC1c1cc(C)ccc1C (stereo unspecified),2,-0.4,-13,-46,7,-5,5,-13,-2,6
O=C(Nc1ccc(F)cc1)N(Cc1cccs1)Cc1cc2cc3c(cc2[nH]c1=O)OCO3,1,-0.2,-2,-10,-2,-5,2,-6,11,7
CC(C)n1cc(/C=N\NC(=O)c2cc3c(ccc4ccccc43)o2)c2ccccc21,-6,1.3,2,0,2,-1,9,-10,1,7
CCOc1ccc(Br)cc1S(=O)(=O)Nc1ccc(N2CCOCC2)cc1,6,0.0,1,3,6,-2,2,-2,-16,-1
COc1ccc(CCN2CC(C(=O)N(C)Cc3cccnc3)CC2=O)cc1OC (stereo unspecified),1,-0.8,1,9,-13,0,-1,1,-8,0
Cc1cc(=O)n2[nH]c(=O)c(N=Nc3ccccc3)c2[nH]1,-5,-12,-1,8,3,0,8,12,-5,5
COc1ccc(-c2cc(C(=O)NCCN3CCOCC3)c3cc(C(C)C)ccc3n2)cc1,-1,0.0,-2,-9,-1,0,0,-5,-11,2
COC(=O)[C@]12C[C@H](CC(=O)N3CCCC3)C(=O)N(Cc3cccc4ccccc34)C1=C[C@H](C1CCCC1)O[C@@H]2C,-8,x,-11,x,x,-5,4,1,x,7
O=C(/C=C/c1cccc(Br)c1)NCc1ccncc1,-2,-2.0,10,-2,3,4,-5,0,14,0
O=C(Nc1cccc(Cl)c1Cl)C1CCCO1 (stereo unspecified),6,-1.9,3,-6,1,-1,-2,-9,6,-2
Cc1nc2ccccc2c(=O)n1NC(=O)c1ccc(C(C)(C)C)cc1,0,0.2,4,-3,3,-3,-4,1,2,7
Cc1ccn2c(Nc3ccccc3)c(-c3ccccn3)nc2c1,7,-0.8,2,29,3,-6,3,-15,9,0
CCCCCCC(=O)N(O)C1CC(=O)N(c2ccc(C)cc2)C1=O (stereo unspecified),8,-0.6,23,-15,2,2,5,4,-7,13
Cc1ccc(/C=N/N2CCN(Cc3cccc4ccccc34)CC2)o1,8,0.9,-1,-14,6,2,-5,14,-15,0
O=C(CCNc1ccc(Cl)cc1)c1cccs1,0,-0.9,2,0,-6,8,-3,-3,-1,-1
Cc1cnc(CN(C)C(=O)c2ccc3oc(Cc4ccccc4)nc3c2)[nH]1,-2,-1.0,2,2,-3,-2,0,-2,5,-6
O=C(Nc1cccc(F)c1)c1ccc(S(=O)(=O)NCC2CCCO2)cc1 (stereo unspecified),1,-1.3,-6,-5,-16,0,-1,-4,-1,0
CCOC(=O)N1CCN(C(=O)CNC(=O)c2nn(-c3ccc(OC)cc3OC)c(=O)c3ccccc23)CC1,0,-2.5,0,0,-9,1,-3,0,12,-4
Cc1nn(-c2ccccc2)c2[nH]c(=O)c(CNc3ccc4c(c3)OCCO4)cc12,-6,0.2,-1,-5,-1,-2,-6,5,-4,14
CSc1ccccc1NC(=O)c1cc(-c2ccc3c(c2)OCO3)on1,2,-1.4,-3,-1,3,10*,13,1,4,-1
O=C(COc1ccc(S(=O)(=O)N2CCOCC2)cc1)NCCN1CCOCC1,3,-1.4,6,8,-7,1,3,3,1,-1
CC(=O)OCC(=O)Nc1ccc(SC(F)F)cc1,0,0.7,12,-6,1,2,2,-2,8,-2
COc1cccc(N(CC(=O)NC2CCCCC2)C(=O)CCCC(=O)Nc2ccccn2)c1,2,-1.5,-5,-3,9,-3,-1,4,-6,-4
COc1ccc(Cn2ccnc2SCC(=O)Nc2nnc(C)s2)cc1,4,-2.4,2,-2,0,-2,1,-2,-5,-1
COc1c(F)c(F)c(C(=O)O)c(Nc2ccccc2C)c1F,2,-1.8,1,2,-7,0,5,13,8,4
O=S(=O)(O/N=C1\CCCc2ccccc21)c1ccc(Cl)cc1,2,1.3,-2,-1,-2,-4,0,-1,2,2
O=C(O)c1nn(-c2ccccc2)c(-c2ccccc2)c1C(=O)c1ccccc1,3,-2.3,-2,3,-3,-2,-2,3,0,12
Cc1ccc(S(=O)(=O)N2CCCC(C(=O)NC3=NCCS3)C2)cc1 (stereo unspecified),-6,1.3,4,5,6,1,2,1,12,1
CC(C)Oc1ccc(CNCC2(O)CCOC(C)(C)C2)cc1 (stereo unspecified),8,-1.2,-2,3,2,-1,-6,-1,3,4
CCN(c1cccc(C)c1)S(=O)(=O)c1c(C)[nH]c(C)c1C(=O)N1CCCCC1,-12,1.1,-2,3,-7,-4,-3,1,-1,-6
CN(C)CCN(Cc1ccccc1)S(=O)(=O)c1csc(C(N)=O)c1,4,-1.8,1,1,2,-1,-7,-1,-4,-2
CC(/C=N/n1c(-c2ccco2)n[nH]c1=S)=C\c1ccccc1,-6,-0.7,4,0,11,-4,-7,7,10,29
CCOC(=O)[C@]12CCCC3=C1N(CCC3)C(=O)[C@@H](CC(=O)NCc1cccc3ccccc13)C2,-10,x,-5,x,x,0,3,-1,x,-1
N=C1/C(=C\c2ccc(SCc3ccccc3)o2)C(=O)N=C2SC(CC(=O)N3CCOCC3)=NN12,-3,0.5,0,-15,-2,0,-4,-17,-13,71*
Cc1c(Cl)c([N+](=O)[O-])nn1CC(=O)N1CCN(C23CC4CC(CC(C4)C2)C3)CC1,3,-2.4,1,0,1,0,-2,-6,14,8
Cc1nnc(SCc2nc(N)nc(Nc3ccccc3)n2)s1,4,-2.4,-7,-1,0,3,4,1,0,1
Cc1cnc(NC(=O)c2cc3c(C)nn(Cc4ccccc4Cl)c3s2)s1,6,-0.8,0,-13,3,-2,5,2,7,6
N#CCSc1nn(-c2ccc(F)cc2)c(=S)s1,-8,0.4,-2,0,2,1,3,-1,4,3
COc1cc2c(cc1OC)CN(C(=O)c1ccncc1)CC2,1,-1.4,4,-3,10,2,3,6,4,-2
C/C(N)=C(/C#N)C(=O)COC(=O)c1cccc2ccccc12,-3,-1.0,0,-13,-11,-2,3,-9,-6,0
O=C1Nc2ccccc2-n2nnnc2C1N1CCN(C(=O)C2CCCO2)CC1 (stereo unspecified),2,-0.7,3,x,3,2,-1,5,-6,1
CCOC(=O)c1ccccc1NC(=O)COC(=O)CN1C(=O)C2CC=CCC2C1=O (stereo unspecified),2,0.8,-1,-1,-2,-1,4,-1,3,-5
Cc1ccc(NC(=O)c2c(NC(=O)CCC(=O)O)sc3c2CCCCC3)cc1,-3,-0.5,-1,x,8,-2,-2,13,10,31
COc1ccc(CC(=O)NCCC(C)C)cc1S(=O)(=O)N1CCOCC1,0,1.3,-1,-3,14,-2,-1,-3,1,-4
COc1ccc(NC(=O)COC(=O)CCC2CCCC2)c(OC)c1,-2,1.3,4,-12,9,0,-9,-2,7,-2
O=C(NC1CCCCC1)OCCN1CCN(Cc2ccccc2)CCC1=O,2,-1.9,0,x,9,0,1,0,-17,-2

# Assay outcomes deposited in PubChem BioAssay by several laboratories.
